# PfHsp90 set2: growth inhibition of PfHsp90-expressing yeast, primary screen, antimalarial PfHsp90 inhibitor project, S. cerevisiae, BacTiter-Glo luminescence, single point, set 2; 310,000 compounds, 0.32% hits; inhibition, % at 9.4 µM; BacTiter-Glo ATP, 48 h; yeast lacking PDR1 and PDR3 efflux regulators;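 active means every replicate shows inhibition above about 80%, whatever the replicate mean, limit read from the data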;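 further: 0% = DMSO neutral controls and 100% = 20 µM radicicol positive controls; yeast relying on Plasmodium falciparum Hsp90 in place of its own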
# Keap1-Nrf2 PPI: Keap1-Nrf2 protein-protein interaction inhibitors, primary screen, biochemical, fluorescence polarization, single point; Kelch-like ECH-associated protein 1 (Homo sapiens), Q14145; Keap1 Kelch-Nrf2 peptide fluorescence polarization, 1536-well; inhibition, % at 9.4 µM; 340,000 compounds, 0.15% hits; AID 504523, 2011; in the data active means inhibition above about 12%;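 further: human Keap1 Kelch domain with fluorescein labeled Nrf2 9mer peptide probe; 0% = neutral control wells and 100% = peptide positive control; higher means more block of Keap1 binding to Nrf2 peptide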
# SUMO Mot1 rescue: yeast Mot1-301 growth rescue at high temperature, primary screen, SUMOylation pathway inhibitor project, S. cerevisiae, ATP luminescence, 38.5C; 320,000 compounds, 1% hits; growth rescue, % at 18.8 µM; S. cerevisiae Mot1-301 growth rescue; percent above DMSO median, 100 means doubled;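 active means every valid replicate shows activation above 250% relative to neutral control wells; inactive means the rest, any valid replicate at or below 250%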;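 further: OY570 slx delta 5 strain wells were the positive control but not used for scaling; some compounds called inactive have numbers as strong as hits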
# Rtt109 HAT inh: inhibitors of C. albicans Rtt109/Vps75 HAT, primary screen, biochemical, ThioGlo CoA-SH fluorescence, plate reader. Histone acetyltransferase RTT109 (Candida albicans (strain SC5314 / ATCC MYA-2876)), …. purified Rtt109/Vps75, 4 h. inhibition, % at 34.9 µM. 330,000 compounds, 0.16% hits. AID 540336, 2011;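 active means inhibition of at least 50% in every replicate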
# Target sequence (Q5AAJ8 whole entry, looked up): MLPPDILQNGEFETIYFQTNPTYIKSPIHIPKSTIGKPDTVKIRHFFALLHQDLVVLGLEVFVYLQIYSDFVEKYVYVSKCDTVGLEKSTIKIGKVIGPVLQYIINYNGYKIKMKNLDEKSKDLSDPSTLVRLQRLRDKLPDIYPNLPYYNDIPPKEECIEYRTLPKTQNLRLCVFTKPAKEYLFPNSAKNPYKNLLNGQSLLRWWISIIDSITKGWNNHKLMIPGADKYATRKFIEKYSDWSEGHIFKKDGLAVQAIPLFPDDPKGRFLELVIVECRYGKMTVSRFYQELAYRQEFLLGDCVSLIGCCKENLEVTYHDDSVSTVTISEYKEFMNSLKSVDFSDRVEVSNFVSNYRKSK
# RTF Ca sens act: cardiac RTF calcium sensitivity activators, primary screen, biochemical, IANBD-TnC fluorescence, EC20 calcium; Troponin I, cardiac muscle (Homo sapiens) + Troponin T, cardiac muscle (Homo sapiens) + …; IANBD-labeled TnC RTF fluorescence at EC20 calcium; 0% EC20 calcium, 100% full calcium; activation, % at 7.2 µM; 340,000 compounds, 0.24% hits; AID 493008, 2010;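 active means activation above the mean over all tested compounds plus 3 SD, cut at about 30% in these data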;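 further: rise in fluorescence read as greater calcium sensitivity of cardiac thin filaments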
# CDK5 p35 inh: inhibitors of human CDK5/p35 kinase, primary screen, biochemical, single concentration; 330,000 compounds, 0.01% hits; AID 488839, 2010; Recombinant CDK5/p35, ADP-Glo luminescence, 60 min; inhibition, % at 10 µM; Cyclin-dependent kinase 5 (Homo sapiens) + Cyclin-dependent kinase 5 activator 1 (Homo …;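 active means highest replicate inhibition of at least 50% and at least 75% of replicates reaching 50%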;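 further: plate controls were DMSO neutral control for no effect and GW8510 at 10 µM for full effect; many of its hits are not listed in these tables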
# dFosB activator: activators of delta FosB homodimer, primary screen, biochemical, fluorescence polarization, TAMRA-CDK5 oligo, single point. Protein FosB (Mus musculus), P13346. purified delta FosB; percent of positive-control signal above neutral wells. activation, % at 25 µM. 340,000 compounds, 0.99% hits. AID 493131, 2011;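 active means mean activation above about 17%, with every replicate also reaching it, limit read from the data, passing the limit was not always enough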;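 further: fluorescence polarization rise as delta FosB binds a TAMRA Cdk5 AP-1 oligo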
# Target sequence (P13346 whole entry, looked up): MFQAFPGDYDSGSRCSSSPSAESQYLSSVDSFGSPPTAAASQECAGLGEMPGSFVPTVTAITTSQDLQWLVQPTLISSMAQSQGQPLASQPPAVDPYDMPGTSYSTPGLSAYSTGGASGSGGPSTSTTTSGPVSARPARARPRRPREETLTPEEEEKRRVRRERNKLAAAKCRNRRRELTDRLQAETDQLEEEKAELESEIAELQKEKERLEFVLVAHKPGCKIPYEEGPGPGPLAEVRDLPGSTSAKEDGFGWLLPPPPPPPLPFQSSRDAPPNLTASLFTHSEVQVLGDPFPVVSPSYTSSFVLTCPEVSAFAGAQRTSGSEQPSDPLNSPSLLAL
# NSD2 inh: NSD2 histone methyltransferase inhibitors, primary screen, biochemical, AlphaScreen, single concentration, set 2. NSD2 peptide methylation, 120 min. inhibition, % at 12.5 µM. 310,000 compounds, 0.54% hits; in the data active means inhibition above about 50%
# C-LANA FP: inhibitors of KSHV C-LANA binding to DNA, primary screen, biochemical, fluorescence polarization, FAM-LBS DNA, MBP-C-LANA, single point | Kaposi's sarcoma herpesvirus LANA C-terminal domain (residues 932-1162) DNA binding | inhibition, % at 9 µM | AID 504423, 2011 | 340,000 compounds, 0.078% hits;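 active means highest replicate inhibition at or above 60% at 9 µM, even if other replicates fall short; inactive means all replicates below 60% inhibition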;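 further: 0% = neutral control wells and 100% = 4 µM acridine orange control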
# PvdQ inh: P. aeruginosa PvdQ acylase inhibitors, primary screen, biochemical, fluorescence, plate reader and imaging, single point; PvdQ acylase [Pseudomonas aeruginosa LESB58]; purified PvdQ acylase; inhibition, % at 10 µM; 340,000 compounds, 0.063% hits; in the data active means inhibition above about 30%, passing the limit was not always enough;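 further: 0% = vehicle neutral wells and 100% = reference inhibitor wells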
# Cardiac RTF inh: cardiac RTF calcium sensitivity inhibitors, primary screen, biochemical, IANBD-TnC fluorescence, EC70 calcium; Troponin I, cardiac muscle (Homo sapiens) + Troponin T, cardiac muscle (Homo sapiens) + …; IANBD-labeled cardiac RTF, Ca2+ fluorescence; inhibition, % at 7.15 µM; 340,000 compounds, 0.12% hits;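 active means inhibition above the mean inhibition of all tested compounds plus 3 SD, cut at about 17% in these data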;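 further: assay run at fixed EC70 calcium of 1.6 mM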
# * hit, by the source's call; · = not tested or not shown.
SMILES,PfHsp90 set2,Keap1-Nrf2 PPI,SUMO Mot1 rescue,Rtt109 HAT inh,RTF Ca sens act,CDK5 p35 inh,dFosB activator,NSD2 inh,C-LANA FP,PvdQ inh,Cardiac RTF inh
C[C@H]1CCC(=O)N([C@H](CC#N)Cc2ccccc2)CC1,-23,-3,-2,5,4,0.1,-2,·,2.1,-4,11
Cc1ccc(N(CC(=O)NCc2ccccc2Cl)S(=O)(=O)c2c(C)noc2C)cc1,-30,4,-4,1,-10,1.8,-7,-3,0.8,-10,-3
COc1cc(NC(=O)C2CCC(=O)N2S(=O)(=O)c2ccc(C)cc2)cc(OC)c1 (configuration not stated),27,-4,-16,-1,-7,0.6,-11,0,3.5,-18,-10
Cc1ccc(NC(=O)COC(=O)CN2C(=O)c3ccccc3C2=O)cc1S(=O)(=O)N(C)C,-6,0,-17,-13,5,-0.4,-9,6,-0.3,-13,-33
Cc1ccc(SCc2cc(=O)[nH]c(Nc3nc(C)c4ccccc4n3)n2)cc1,-42,-3,1,10,2,-3.1,-6,-3,-2.0,9,3
O=C(NCc1cn2ccccc2n1)c1ccc2c(c1)OCO2,16,-1,-6,1,0,0.0,2,-3,0.7,-8,-4
Cc1ccc(Nc2nc(Cl)c(C=O)s2)cc1,-9,1,-6,-9,6,1.4,-7,-5,0.4,-4,-27
Cc1ccc(S(=O)(=O)N2CCN(C(=O)Cn3nc(C)c([N+](=O)[O-])c3C)CC2)cc1,-4,0,-10,-2,-2,-2.1,-4,-2,1.6,-4,-4
COc1cc(C=O)c(Br)cc1OCc1ccc(C)cc1,-111,-3,2,·,-7,-0.3,-4,-4,0.5,-9,0
Cc1cnc(C(=O)Oc2c(C)ccc(C)c2C)cn1,-46,-2,·,0,-1,-1.4,2,-3,1.3,5,-3
N#Cc1c2c(c(-n3cnc4ccccc43)n3c1nc1ccccc13)CCC2,-5,1,-8,-2,12,-1.8,-9,-5,4.3,-8,-2
Cc1ccc(SCC(=O)NC(=O)NCCC(C)C)c(C)c1,-77,-4,5,1,7,-0.3,0,-1,-1.0,15,1
Cc1nc2c(C)cccc2c2c1CCS2,-8,1,-9,-11,-3,1.5,5,-1,-0.8,4,-4
Cc1ccc(-c2cc(-c3ccccc3)nc(N(C)N)n2)cc1,24,2,24,3,-4,6.2,-6,-5,-0.9,2,-2
CCC(=O)Nc1ccc(S(=O)(=O)N2CCOCC2)cc1,-19,-1,-23,·,9,-0.4,-4,·,2.8,-16,-13
CCOC(=O)c1c(S(=O)(=O)N2CCN(C)CC2)c(C)n(C)c1C,6,-1,1,0,-1,0.8,-7,10,-1.4,-16,-8
CN(c1ccc(OCC(=O)NCc2cccnc2)cc1)S(=O)(=O)c1ccc(Cl)cc1,8,-1,·,16,10,-1.0,-11,1,0.1,-2,-2
COc1cc(CN(CC2CCCO2)C(=O)c2cccs2)cc(OC)c1OC (configuration not stated),-23,-5,·,2,7,0.3,-1,-4,-0.4,-15,2
COc1cc(/C=N/NC(=O)c2c(-c3ccccc3)noc2C)ccc1O,7,-1,-6,-4,-4,-0.1,2,0,-3.1,-9,-3
O=C(CSc1cccc[n+]1[O-])N1CCCCCC1,5,1,0,10,-3,0.7,4,-4,-0.7,-3,-5
CCOC(=O)NC1CCc2cc(OC)c(OC)c(OC)c2-c2ccc(SC)c(=O)cc21 (configuration not stated),6,4,·,-2,-3,0.5,-1,4,2.0,-8,1
Nc1cccc(Cl)c1N1CCOCC1,16,-3,17,-1,0,0.9,-2,-4,2.5,14,4
CC(C)(C)c1ccc(/C=C/C(=O)NC2CCS(=O)(=O)C2)cc1 (configuration not stated),11,-2,2,12,9,-0.7,-9,-2,-0.1,8,3
CC(C)c1ccccc1NC(=O)COC(=O)c1c2c(nc3ccccc13)CCN(Cc1ccccc1)C2,-2,-4,2,-4,6,-0.6,7,-1,-1.4,-17,-2
O=C(/C(=C(\[O-])c1ccccc1)[n+]1ccc2ccccc2c1)c1ccc(Cl)cc1,4,-8,-14,3,2,-4.2,-5,5,1.4,-16,-13
O=C(Nc1ccccc1-c1nc2ccccc2s1)C1=COCCO1,20,-2,-9,-3,-1,-1.4,-18,-2,4.1,-9,2
Cc1cc(-n2c(C)cc(C(=O)CN3C(=O)NC4(CCCC4)C3=O)c2C)no1,1,-7,59,1,9,-2.9,1,2,0.2,0,-6
CC(C)(C)OC(=O)N1CCC(c2c(C(=O)NCC3CCN(C4CCCC4)C3)cnn2-c2ccc(F)cc2)CC1 (configuration not stated),3,-3,2,2,-7,-1.9,1,12,-0.5,0,-1
C[C@@H]1COC(=O)[C@H](Cc2ccc(F)cc2)CC/C=C\C[C@@H](CC(=O)NCCO)C(=O)N1,24,2,-9,0,-4,-1.8,-3,·,1.2,-6,-11
Cc1cccc(CS(=O)(=O)Cc2ccc(C(=O)NCCCN3CCCC3)o2)c1,-16,-9,-14,-4,6,-17,-4,1,0.2,-8,-5
O=C(O)C1CCCCC1C(=O)NC1C2CC3CC(C2)CC1C3 (configuration not stated),1,-2,-3,2,5,0.9,-6,-2,1.3,-25,-3
Cc1c(NC(=O)COC(=O)c2cc3c4ccccc4n(C)c3s2)c(=O)n(-c2ccccc2)n1C,-14,-8,188,11,-2,-0.1,0,-6,-1.2,-17,-11
CC(C)Cc1nnc(NC(=O)C2=COCCO2)s1,9,-2,-4,0,-5,-5.6,8,3,0.9,-8,-6
CCN(CC(=O)NCc1cccs1)CC(=O)Nc1ccccc1C,·,-4,-2,3,-4,-0.8,-1,-7,0.2,-5,-1
C[C@@H]1C(=O)O[C@@H]2[C@H](O)C34[C@H]5C[C@@H](C(C)(C)C)C36[C@H](OC(=O)[C@@H]6O)OC4(C(=O)O5)[C@@]12O (some centres not stated),7,-1,-7,-9,-7,-0.8,2,·,0.0,4,-4
COc1ccc(CCNc2nc(C)nc3c2nnn3Cc2ccccc2)cc1,-35,-4,-20,-8,2,-1.9,0,0,-0.8,-7,0
O=C(N/N=C/c1ccccc1)c1n[nH]c2c1CCCC2,2,0,25,3,-3,-0.3,7,-2,0.8,6,-21
CC(=NNC(=O)CSc1nc2ccccc2o1)c1ccco1,16,1,0,2,-12,-1.0,-6,0,-1.6,-5,-10
CCCCc1nc2ccccc2c(=O)n1NC(=O)c1c(O)c2cccc3c2n(c1=O)CC3,-9,0,-16,-37,-1,2.3,0,-3,-2.2,-6,5
CCC(=O)N1CCc2cc(Br)cc(S(=O)(=O)NCC3CCCN3CC)c21 (configuration not stated),1,1,6,-7,2,1.5,-8,6,0.8,-10,-11

# Among those listed so far, these have a furan ring, fused or not:
SMILES,PfHsp90 set2,Keap1-Nrf2 PPI,SUMO Mot1 rescue,Rtt109 HAT inh,RTF Ca sens act,CDK5 p35 inh,dFosB activator,NSD2 inh,C-LANA FP,PvdQ inh,Cardiac RTF inh
Cc1cccc(CS(=O)(=O)Cc2ccc(C(=O)NCCCN3CCCC3)o2)c1,-16,-9,-14,-4,6,-17,-4,1,0.2,-8,-5
CC(=NNC(=O)CSc1nc2ccccc2o1)c1ccco1,16,1,0,2,-12,-1.0,-6,0,-1.6,-5,-10

# Additional results follow.
SMILES,PfHsp90 set2,Keap1-Nrf2 PPI,SUMO Mot1 rescue,Rtt109 HAT inh,RTF Ca sens act,CDK5 p35 inh,dFosB activator,NSD2 inh,C-LANA FP,PvdQ inh,Cardiac RTF inh
O=C(NCCCn1ccnc1)c1cc(S(=O)(=O)N2CCOCC2)c(Cl)cc1Cl,23,-3,0,-1,-5,-2.2,-1,·,-3.5,0,-1
N#Cc1ccccc1NC(=O)c1ccc2c(Cl)c3c(nc2c1)CCCC3,-156,-5,70,·,-8,-0.7,-17,6,7.3,4,5
Cc1ccc2[nH]c(=O)c(CN(Cc3cccnc3)Cc3nnnn3CC3CCCO3)cc2c1 (configuration not stated),-5,3,·,-2,1,-0.7,-4,-5,0.2,-15,0
COc1ccc([C@H]2CC(=O)C=C(c3ccc(Cl)c(Cl)c3)C2)cc1,-26,-4,16,1,-4,-1.5,6,·,4.6,12,-2
Cc1cccc(S(=O)(=O)CC(=O)Nc2nc(-c3ccccc3)cs2)c1,·,-1,14,1,-1,-1.4,-9,3,0.1,-10,-6
COCc1cc(C)n(CC(=O)Nc2ccc3c(c2)OCO3)c(=O)c1C#N,-9,-8,12,4,0,1.4,-4,-9,1.1,-26,-8
O=C(NC(=S)NCCc1ccccc1)c1ccccc1,·,2,-5,4,-8,0.1,-2,0,1.3,-16,1
O=S(=O)(c1cccc(-c2nc3ccccc3s2)c1)N1CCOCC1,·,1,19,·,0,0.6,-10,0,1.1,3,-3
CCOc1ccc(N2CC(C(=O)Nc3ncccc3C)CC2=O)cc1 (configuration not stated),25,-3,-1,0,2,-0.9,2,0,1.1,-7,2
N/C(=N\OC(=O)CCCOc1ccccc1)c1cccc(Br)c1,-36,-2,4,-6,-4,0.2,0,0,0.9,-9,-15
CC1(C)C(=O)CC[C@]2(C)C3C(=O)C=C4[C@H]5C[C@@](C)(C(=O)O)CC[C@]5(C)CC[C@]4(C)[C@]3(C)CC[C@@H]12 (some centres not stated),-4,-6,-17,-3,-1,-1.1,-7,·,2.4,-11,3
CC(=NNC(=S)N1CCC1)c1ccccn1,107*,2,·,17,0,1.1,0,1,1.1,9,-2
CCCCCCCCCCNC(=O)CCn1[nH]c(=O)c2ccccc2c1=O,-10,-1,-1,10,-5,-1.2,4,-1,0.7,6,10
COc1ccc(NC(=O)CN(C)C(=O)c2cc(-c3ccc(OC)cc3)nc3ccccc23)cc1,·,-2,-10,13,-3,-0.8,-4,1,0.6,15,-23
